KCNQ2 inh – KCNQ2 potassium channel inhibitors, primary screen, cell-based, CHO-K1, FluxOR thallium flux, B-score (AID 2156); B-score at 10 µM; 310,000 compounds, 1.1% hits; O88943; 20 min; stronger effect = lower value;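 active = fluorescence ratio B-score at most minus 3 library SDs, with starting brightness B-score within 2 library SDs, cut at about -5.5 in these data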
STK33 inh – inhibitors of human STK33 kinase; inhibition, % at 10 µM; Q9BYT3; purified STK33, MBP phosphorylation, ADP-Glo luminescence; AID 2661; 320,000 compounds, 0.073% hits;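 active = inhibition at or above 25%, using the most active replicate where run in duplicate; inactive = inhibition below 25%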
Target sequence (Q9BYT3 whole entry, looked up): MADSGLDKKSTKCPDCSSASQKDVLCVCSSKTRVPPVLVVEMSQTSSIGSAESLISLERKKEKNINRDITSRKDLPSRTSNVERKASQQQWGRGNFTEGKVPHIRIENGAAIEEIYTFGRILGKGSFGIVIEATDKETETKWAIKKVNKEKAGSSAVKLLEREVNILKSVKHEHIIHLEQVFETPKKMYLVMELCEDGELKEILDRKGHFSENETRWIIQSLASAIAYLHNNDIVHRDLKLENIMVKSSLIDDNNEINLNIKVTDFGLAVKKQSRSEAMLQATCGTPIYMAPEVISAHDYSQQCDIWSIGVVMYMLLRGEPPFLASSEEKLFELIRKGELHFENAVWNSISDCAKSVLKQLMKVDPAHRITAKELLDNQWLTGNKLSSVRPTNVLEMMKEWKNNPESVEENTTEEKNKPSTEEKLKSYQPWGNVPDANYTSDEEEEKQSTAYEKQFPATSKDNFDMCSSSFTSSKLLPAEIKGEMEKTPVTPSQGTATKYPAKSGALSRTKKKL
Kir21 inh – inhibitors of mouse Kir2.1 inward-rectifier potassium channel | P35561 | HEK293-Kir2.1, FluxOR thallium flux fluorescence; stronger effect = lower value | B-score at 10 µM | 310,000 compounds, 0.85% hits;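 active = fluorescence ratio B-score at or below minus 3 SD of library scores, with starting-brightness B-score within 2 SD, cut at about -4.2 in these data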;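 note: channel flux triggered by added potassium and thallium sulfate stimulus; B-score of peak minus minimum fluorescence over baseline after thallium stimulus; more negative B-score means stronger Kir2.1 block with less thallium influx; some compounds called inactive have numbers as strong as hits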
Target sequence (P35561 whole entry, looked up): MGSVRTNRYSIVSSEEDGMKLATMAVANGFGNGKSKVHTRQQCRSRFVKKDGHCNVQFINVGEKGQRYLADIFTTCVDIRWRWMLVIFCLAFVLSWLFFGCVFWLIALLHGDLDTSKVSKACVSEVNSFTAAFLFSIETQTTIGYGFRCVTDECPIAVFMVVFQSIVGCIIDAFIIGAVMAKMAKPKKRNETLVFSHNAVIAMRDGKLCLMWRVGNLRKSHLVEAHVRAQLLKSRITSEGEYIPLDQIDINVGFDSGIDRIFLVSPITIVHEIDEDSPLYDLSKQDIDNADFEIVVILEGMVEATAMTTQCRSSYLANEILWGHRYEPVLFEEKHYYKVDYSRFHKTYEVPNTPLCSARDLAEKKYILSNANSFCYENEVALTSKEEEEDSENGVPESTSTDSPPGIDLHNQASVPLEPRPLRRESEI
Active calls of the source: *; i = inactive; / = not tested or not shown. Compounds were not picked by outcome; any-hit rate near 1.9%.

nr	Compound	KCNQ2 inh	STK33 inh	Kir21 inh
1	O=C(CSc1nnc(COc2ccc(Cl)cc2)o1)N1c2ccccc2CCc2ccccc21	-9.4*	0.4	2.2
2	O=C1c2cccc3cccc(c23)C(=O)N1OS(=O)(=O)c1ccc(Br)cc1	i	0.1	1.8
3	COc1ccccc1C/C(N)=N/O	i	-2.0	-3.5
4	N#C/C(=N\Nc1ccccc1)C(=N)N1CCOCC1	i	-1.0	0.12
5	O=C(CN1CCN(C(=O)C2CCCO2)CC1)Nc1ccc(Cl)cc1 (configuration not stated)	i	1.6	-0.77
6	COc1cccc(C2C3=C(N=c4s/c(=C\c5ccc(O)cc5)c(=O)n42)c2ccccc2CC3)c1OC (configuration not stated)	i	-1.0	0.13
7	COc1ccccc1C(=O)Nc1nnc(S(=O)(=O)N2CCOCC2)s1	i	-4.5	0.69
8	NC1=NC2(CCCCC2)n2c(nc3ccccc32)N1	i	-3.5	-0.05
9	O=C(CSc1nc2ccc([N+](=O)[O-])cc2[nH]1)NC1CCCCC1	i	-0.6	-0.97
10	CN1CCN(C(c2ccc(C(F)(F)F)cc2)c2cc(Cl)c3cccnc3c2O)CC1 (configuration not stated)	i	0.1	0.2
11	COC(=O)C1=C(C)N(CCc2ccccc2)C(=O)/C1=C\c1ccco1	-5.9*	/	0.13
12	O=C(NCCCN1CCN(C2CCCCC2)CC1)Nc1ccccc1C(F)(F)F	i	-2.3	1.9
13	O=C(CCc1ccccc1)N1CCN(S(=O)(=O)c2cccs2)CC1	i	-1.5	1
14	CCc1ccc(N(C(=O)c2csnn2)C(C(=O)NC(C)(C)C)c2cccnc2)cc1 (configuration not stated)	i	-3.7	-0.5
15	CN(C)S(=O)(=O)N1CCC(C(=O)O)(c2ccccc2)CC1	i	0.5	1.3
16	CCOc1ccc(C(=O)C(C)OC(=O)CN2C(=O)NC(C)(C)C2=O)cc1 (configuration not stated)	i	/	0.74
17	O=C(NNC(=O)c1ccccc1C(F)(F)F)c1csc(N2CCOCC2)n1	i	-1.0	0.14
18	CCO[C@@H]1OC(C(=O)N2CCN(C)CC2)=C[C@H](C2CCCCC2)[C@H]1CCCO	i	-1.4	0.88
19	COc1ccc(CN2CC(C(=O)NCCCN3CCCCC3)CC2=O)cc1 (configuration not stated)	i	0.2	0.08
20	CC(=O)c1cnc(Nc2ccc(C)cc2)s1	i	2.3	0.67
21	Cc1csc(C(=O)O)c1NC(=O)c1cccc([N+](=O)[O-])c1	i	-2.0	1.5
22	Cc1ccc(OCC(=O)NCCc2nc3ccccc3[nH]2)c(C)c1	i	-0.4	0.64
23	N#CC1=C(N)Oc2n[nH]c(-c3ccc(F)cc3)c2C1c1cccnc1 (configuration not stated)	i	/	-0.86
24	COc1cccc(NC(=O)c2ccc3c(SCC(=O)O)c4c(nc3c2)CCCC4)c1	i	0.6	0.04
25	C=CCN(C(=O)Nc1ccc(OC)cc1)c1nnc(-c2ccncc2)s1	i	0.6	-0.1

Continuation:
nr	Compound	KCNQ2 inh	STK33 inh	Kir21 inh
26	CSc1nnc(-c2cc3ccccc3cc2O)n1C	i	0.6	0.21
27	O=C(Nc1ccnn1C1CCN(Cc2c[nH]c3ccccc23)CC1)c1ccccc1	i	-1.4	-0.39
28	CCn1c(SCC(=O)OC(C)C)nnc1-c1ccccc1OC	i	0.3	-0.93
29	CC(=O)Nc1ccc(C2=NN(c3ccccc3)C(c3ccccc3)C2)cc1 (configuration not stated)	i	-0.6	0.01
30	CSC1=C(C#N)C(=O)NC(c2ccc(Cl)cc2)S1 (configuration not stated)	i	-3.7	-1.6
31	CCCCC(=O)NC(c1ccc(Cl)cc1)c1ccc2cccnc2c1O (configuration not stated)	i	0.6	-0.3
32	CCOC(=O)N1CCN(CCC(=O)Nc2cc([N+](=O)[O-])ccc2OC)CC1	i	2.0	1.9
33	Cc1cc2cc(CNS(=O)(=O)c3ccc4ccccc4c3)ccc2n1C	i	0.8	1.9
34	CCC(C)[C@H](NC(=O)C1CC(=O)N(c2ccc(OC)cc2)C1)C(=O)NC1CCCC1 (some centres not stated)	i	-1.4	0.6
35	COC(=O)N1C(=O)[C@@](c2ccccc2)(C2CCCC2)N1C(=O)OC	i	0.9	-1.1
36	COc1ccc2nc(NC(=O)C(NS(=O)(=O)c3cccs3)C(C)C)sc2c1 (configuration not stated)	i	-1.1	-0.07
37	COc1ccccc1/C=C/CN1CCC(Oc2ccc(C(=O)N3CCCC3)cc2)CC1	i	-0.8	1.5
38	O=S(=O)(c1cccc(-c2nnc(SCc3ccc(Cl)cc3)o2)c1)N1CCCCC1	i	-1.3	0.34
39	CCOc1ccccc1NC(=S)N(Cc1cc2ccc(C)cc2[nH]c1=O)CC1CCCN1CC (configuration not stated)	i	0.0	-0.39
40	Nc1c(C(=O)c2ccc(Cl)cc2)oc2ccccc12	i	-1.6	0.14
41	CCS(=O)(=O)N1CCN(C(=O)c2cccs2)CC1	i	-1.5	1.1
42	COc1cccc(-c2csc(NC(C)=O)n2)c1	i	-8.7	-1.1
43	CCC(C)NC(=O)CSc1n[nH]c(-c2cc(Cl)ccc2OC)n1 (configuration not stated)	i	-1.7	-0.01
44	O=C(COc1ccc(Cl)cc1)Nc1nnc(C2=COCCO2)o1	i	-0.2	-0.93
45	Cc1cc(-c2nnc(SCC(=O)Nc3ccccc3Cl)n2C)no1	i	-1.5	-0.22
46	COc1ccc(N2CCN(C(=O)c3cc4c(s3)-c3ccccc3S(=O)(=O)C4)CC2)cc1	i	-0.7	-0.4
47	Cc1cccc(N2CCN(C(=O)c3cn(C)c(=O)c4c3c3ccccc3n4C)CC2)c1C	i	-0.1	0.1
48	O=C(c1cc(-c2ccccc2)nc2ccccc12)N1CCN(c2ccccc2O)CC1	i	-1.0	1.2
49	CC(NC(=O)CSc1nc2ccccc2c(=O)[nH]1)c1ccccc1 (configuration not stated)	i	-0.6	1.1
50	COC(=O)c1cc(NC2c3ccccc3C(=O)N2CCN2CCOCC2)cc(C(=O)OC)c1 (configuration not stated)	i	-0.5	-0.15

A second format for part of the listing above.
(45) Cc1cc(-c2nnc(SCC(=O)Nc3ccccc3Cl)n2C)no1
  KCNQ2 inh: i | STK33 inh: -1.5 | Kir21 inh: -0.22

(46) COc1ccc(N2CCN(C(=O)c3cc4c(s3)-c3ccccc3S(=O)(=O)C4)CC2)cc1
  KCNQ2 inh: i | STK33 inh: -0.7 | Kir21 inh: -0.4

(47) Cc1cccc(N2CCN(C(=O)c3cn(C)c(=O)c4c3c3ccccc3n4C)CC2)c1C
  KCNQ2 inh: i | STK33 inh: -0.1 | Kir21 inh: 0.1

KCNQ2 inh: what is marked active above
nr	Compound	KCNQ2 inh	STK33 inh	Kir21 inh
1	O=C(CSc1nnc(COc2ccc(Cl)cc2)o1)N1c2ccccc2CCc2ccccc21	-9.4*	0.4	2.2
11	COC(=O)C1=C(C)N(CCc2ccccc2)C(=O)/C1=C\c1ccco1	-5.9*	/	0.13

Next section.
nr	Compound	KCNQ2 inh	STK33 inh	Kir21 inh
51	CCOC(=O)c1oc2nc3c(cc2c1N)COC(C)(C)C3	i	-0.1	-2.8
52	CCOC(=O)c1c(NC(NC(=O)C(C)C)C(Cl)(Cl)Cl)sc2c1CCC2 (configuration not stated)	i	-0.3	0.01
53	Cn1cnnc1SCC(=O)Nc1ccc2nc(SCc3cccc4ccccc34)sc2c1	i	0.9	0.05
54	COc1ccc(Sc2nc(-c3ccccc3)ncc2C(=O)O)cc1	i	1.1	-2.3
55	CCOC(=O)c1cc(=O)[nH]c2ccccc12	i	0.4	1
56	COc1cc2nc(SCc3ccc(Cl)cc3Cl)n(Cc3cccs3)c(=N)c2cc1OC	i	0.7	-0.09
57	O=C(N/N=C/c1c[nH]c2ccccc12)c1ccccc1	i	0.0	-0.53
58	COc1ccc(CCNC(=O)COC(=O)CCC(=O)c2ccc(F)cc2)cc1	i	-1.3	-1.4
59	Cc1cccc(OCC(=O)Nc2ccccc2C(=O)N2CCOCC2)c1	i	-2.9	-0.43
60	C=CCSc1nnc(NC(=O)c2cccc(S(=O)(=O)N(C)c3ccccc3)c2)s1	i	-0.8	-2
61	CCc1nc2cc([N+](=O)[O-])c([N+](=O)[O-])cc2[nH]1	i	-0.4	-1.4
62	COc1ccc(C2NC(=S)NC3=C2CCc2cc(OC)ccc23)cc1 (configuration not stated)	i	-2.1	1.3
63	CCCC(C)NS(=O)(=O)c1ccccc1 (configuration not stated)	i	-1.1	0.76
64	Nc1nc(-c2ccccc2)[nH]c(=O)c1N=O	i	-0.2	1.5
65	CCOC(=O)C1CCCN(Cc2sccc2C)C1 (configuration not stated)	i	-0.5	0.84
66	Cc1nn(Cc2ccccc2Cl)c2sc(C(=O)NCCCn3ccnc3)cc12	i	-0.8	-2.6
67	COc1ccc(CN2C3CCC2CC(NC(=O)c2cccc(F)c2)C3)cc1 (configuration not stated)	i	-1.4	-0.75
68	OCC[C@@H]1C[C@@H](O)[C@H](O)[C@]2(OCc3ccccc32)O1	i	-0.5	-0.55
69	Cc1ccc(C2(C(F)(F)F)NC(=O)N3C(=C2C#N)Nc2ccccc23)cc1 (configuration not stated)	i	-0.4	0.07
70	O=[N+]([O-])c1ccc(-c2nnc(-c3ccccc3)c(NCCCO)n2)cc1	i	0.6	0.14
71	CC12CCC(=O)C=C1CCC1C2C(=O)CC2(C)C1CC[C@]2(O)C(=O)CO (some centres not stated)	i	-1.5	0.59
72	O=C(Nc1ccc(F)cc1)NC1(C(=O)NCc2ccco2)CCCCC1	i	-0.3	0.35
73	Cc1c(N=CN2CCOCC2)c(=O)n(C)c(=O)n1C	i	-1.3	0.02
74	CCOC(=O)c1c(N)sc(C(=O)N2CCCC(C(N)=O)C2)c1C (configuration not stated)	i	1.5	0.88
75	O=C(C1CCOCC1)N1CCCC(N2CCN(c3cccc(Cl)c3)CC2)C1 (configuration not stated)	i	0.5	-0.06

As entered above.
Entry of entry 69 in Kir21 inh: 0.07
Entry of entry 74 in STK33 inh: 1.5

Later entries
nr	Compound	KCNQ2 inh	STK33 inh	Kir21 inh
76	COc1ccc(-c2nc(CS(=O)(=O)CC(=O)NCCc3ccc(C)cc3)c(C)o2)cc1	i	-1.3	-1.4
77	O=C(CCN1C(=O)/C(=C/c2cccs2)SC1=S)NNC(=O)c1cccc(O)c1	i	-1.3	-0.13
78	CCOc1cc(/C=C2\N=C(C)OC2=O)cc(Cl)c1OCC(=O)OC	i	-3.5	1.9
79	C#CCOCCOCCOCCNc1nc(N2CCN(C(=O)[C@H]([C@@H](C)O)n3cc(CCCCN)nn3)CC2)nc(N2CCN(C(=O)[C@H](Cc3ccc(O)cc3)n3cc(CCO)nn3)CC2)n1	i	0.6	0.49
80	COc1ccc(CC(=O)NCc2n[nH]c(=S)n2C)cc1	i	-0.8	-0.11
81	Cc1cc(Br)ccc1SCC(=O)OCC(=O)N1CCN(C(=O)c2ccco2)CC1	i	0.8	-0.02
82	O=C(Nn1cnnc1)c1ccc(Br)s1	i	-1.6	-0.04
83	Cc1cccc(Nc2nc(N3CCN(C)CC3)nc(N)c2[N+](=O)[O-])c1	i	3.4	0.01
84	Cc1ccc(NC(=O)COC(=O)c2ccc3c(c2)OCCO3)cc1S(=O)(=O)N1CCOCC1	i	-0.1	-2.3
85	CC(=O)Nc1cccc(-n2nnc(SCC(=O)Nc3ccc(F)c(Cl)c3)n2)c1	i	1.4	0.54
86	Cc1ccnc(NC(=O)c2ccc(NS(=O)(=O)/C=C/c3ccccc3)cc2)c1	i	1.4	-0.8
87	CN(CC(=O)NCCN1CCCCCC1)S(=O)(=O)c1cccc2nsnc12	i	-1.6	0.14
88	COc1cccc(C(=O)Nc2ccc3nc(N4CCOCC4)cc(C)c3c2)c1	i	-1.3	-0.69
89	CC1CCN(C2=NC(=O)/C(=C/c3ccccc3F)S2)CC1	i	1.6	0.05
90	COCCCN1C(=O)C(=O)/C(=C(/O)c2ccc(OC)cc2C)C1c1cccnc1 (configuration not stated)	i	-1.6	-0.93
91	Cc1ccc(C(=O)N/C(=C\c2ccc(-c3cccc([N+](=O)[O-])c3)o2)C(=O)NCCCN2CCOCC2)cc1	i	-0.3	0.39
92	O=C(NCc1cccnc1)C(=O)NCC(c1ccco1)N1CCOCC1 (configuration not stated)	i	-0.7	1.1
93	Cc1oc(/N=C/c2ccc(Cl)cc2)c(C#N)c1C	i	0.7	-0.53
94	COc1ccc(CC(=O)Nc2c3c(nn2-c2ccccc2C)CS(=O)C3)cc1 (configuration not stated)	i	1.1	2
95	COc1ccccc1NS(=O)(=O)c1ccc2oc(SCc3ccc(F)cc3)nc2c1	i	-0.9	-0.37
96	Cc1ccc(CCNC(=O)C2CCC(CNc3c(N4CCCC4)c(=O)c3=O)CC2)cc1 (configuration not stated)	i	-1.8	0.67
97	CC(=O)C1=C(C)NC(SCC(N)=O)=C(C#N)C1c1cccnc1 (configuration not stated)	i	3.4	-0.51
98	Cc1cc(C)c(NC(=O)C(C)Sc2nc3ccc(N4C(=O)c5ccccc5C4=O)cc3s2)c(C)c1 (configuration not stated)	i	-4.0	-0.01
99	O=C(Cn1cncc1-c1ccc([N+](=O)[O-])cc1)Nc1ccccc1F	i	-0.6	0.26
100	O=C(c1ccccc1)c1ccc(OCC(O)CNCc2cccc(Cl)c2)cc1 (configuration not stated)	i	1.5	-8.4*

Looked up by compound from the entries so far:
nr	Compound	KCNQ2 inh	STK33 inh	Kir21 inh
88	COc1cccc(C(=O)Nc2ccc3nc(N4CCOCC4)cc(C)c3c2)c1	i	-1.3	-0.69
76	COc1ccc(-c2nc(CS(=O)(=O)CC(=O)NCCc3ccc(C)cc3)c(C)o2)cc1	i	-1.3	-1.4

From PubChem BioAssay
